Bioassay records as filed in PubChem BioAssay.
MsrA act: activates bovine MsrA enzyme | purified bovine MsrA, absorbance read-out | activation, % at 10.6 µM | 360,000 tested, 0.3% active | AID 602163; in the data active = activation above about 7.5%;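 note: 0% = vehicle and 100% = reference activator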
LMPTP block: blocks human LMPTP phosphatase; P24666; recombinant LMPTP-A, OMFP fluorogenic substrate, fluorescence intensity; inhibition, % at 20 µM; 360,000 tested, 0.22% active;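 active = compounds that cut the enzyme signal by at least half of the control window in the single-dose screen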;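 note: plate controls were DMSO wells with enzyme plus substrate for no effect and substrate without enzyme for full effect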
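Assay system: LMPTP-A enzyme. Input: 0.625 nM LMPTP-A final. Probe or stimulus: 400 µM OMFP. Compound dosing: single 20 µM dose. Schedule: 50 min dark incubation at room temperature. Detection: fluorescence intensity of OMFP turnover product. Read-out: percent inhibition versus substrate-only and uninhibited controls. Benchmarks: no-enzyme low control, uninhibited high control.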
Scp-1 inhibitor: blocks human Scp-1 phosphatase activity; AID 493091; Recombinant Scp1, phosphopeptide, malachite green phosphate absorbance; Q9GZU7; 340,000 tested, 0.88% active; inhibition, % at 20 µM;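 active = inhibition above about 50% at 20 µM, limit read from the data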;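 note: plate controls were DMSO wells with enzyme for no effect and wells lacking enzyme for full effect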
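Incubation: 45 min enzyme reaction at room temperature / System: truncated SCP-1 phosphatase (76-261aa) / Reagent: Phospho 17-mer peptide substrate / Buffer or medium: Acidic Tris acetate buffer with magnesium and detergent / Signal: absorbance at 630 nm / Doses: one concentration, 20 µM, with 1.0% DMSO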
SUMO1 PPI mod: modulators of human SUMO1-mediated protein-protein interactions | P63165 | SUMO1 binding to a labelled peptide, TR-FRET, 1 h | inhibition, % at 20 µM | 360,000 tested, 0.33% active; in the data active = inhibition above about 37%
MsrA inhibitor: bovine MsrA inhibition | purified bovine MsrA, absorbance read-out | inhibition, % at 15.5 µM | 360,000 tested, 0.75% active; in the data active = inhibition above about 4.5%;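 note: 0% = vehicle wells with enzyme and 100% = reference inhibitor wells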
CendR NRP1 mod: alters CendR peptide binding to human NRP-1; O14786; FAM-RPARPAR peptide binding to NRP-1, fluorescence polarization; inhibition, % at 25 µM; 360,000 tested, 0.85% active; AID 602438;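 active = inhibition or corrected inhibition above about 18%, plus a signal ratio from 0.5 to 1.5, limit read from the data, passing the limit was not always enough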; note: strong numbers were not always called active
E coli Lon inh: inhibits E. coli Lon protease; P0A9M0; purified E. coli Lon protease, fluorescence polarization; inhibition, % at 7.94 µM; 360,000 tested, 0.42% active; AID 602123; in the data active = inhibition above about 13%, passing the limit was not always enough;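 note: 0% = enzyme with probe and DMSO and 100% = no enzyme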
STEP inh: inhibitors of human striatal-enriched phosphatase STEP | P54829 | recombinant STEP, OMFP fluorogenic substrate, fluorescence | inhibition, % at 20 µM | 360,000 tested, 0.25% active;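 active = inhibition at 20 µM, scaled per plate between control wells, above about 37%, limit read from the data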;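 note: 0% = DMSO with enzyme and substrate and 100% = substrate only without enzyme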
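material = STEP tyrosine phosphatase | reagent = fluorogenic phosphatase substrate OMFP at 25 µM final | doses = single compound dose of 20 µM, 1% DMSO final | schedule = 20 min reaction, room temperature, in the dark | measured by = fluorescence, 480/540 nm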
DNMT1 inh: blocks human DNA methyltransferase DNMT1; P26358; DNMT1 molecular beacon, Hinp1I cleavage, fluorescence; inhibition (reported as % activation of signal), % at 10 µM; 360,000 tested, 0.83% active; AID 588458; in the data active = inhibition above about 50%
Target sequence (P26358 504-1616 limits assumed): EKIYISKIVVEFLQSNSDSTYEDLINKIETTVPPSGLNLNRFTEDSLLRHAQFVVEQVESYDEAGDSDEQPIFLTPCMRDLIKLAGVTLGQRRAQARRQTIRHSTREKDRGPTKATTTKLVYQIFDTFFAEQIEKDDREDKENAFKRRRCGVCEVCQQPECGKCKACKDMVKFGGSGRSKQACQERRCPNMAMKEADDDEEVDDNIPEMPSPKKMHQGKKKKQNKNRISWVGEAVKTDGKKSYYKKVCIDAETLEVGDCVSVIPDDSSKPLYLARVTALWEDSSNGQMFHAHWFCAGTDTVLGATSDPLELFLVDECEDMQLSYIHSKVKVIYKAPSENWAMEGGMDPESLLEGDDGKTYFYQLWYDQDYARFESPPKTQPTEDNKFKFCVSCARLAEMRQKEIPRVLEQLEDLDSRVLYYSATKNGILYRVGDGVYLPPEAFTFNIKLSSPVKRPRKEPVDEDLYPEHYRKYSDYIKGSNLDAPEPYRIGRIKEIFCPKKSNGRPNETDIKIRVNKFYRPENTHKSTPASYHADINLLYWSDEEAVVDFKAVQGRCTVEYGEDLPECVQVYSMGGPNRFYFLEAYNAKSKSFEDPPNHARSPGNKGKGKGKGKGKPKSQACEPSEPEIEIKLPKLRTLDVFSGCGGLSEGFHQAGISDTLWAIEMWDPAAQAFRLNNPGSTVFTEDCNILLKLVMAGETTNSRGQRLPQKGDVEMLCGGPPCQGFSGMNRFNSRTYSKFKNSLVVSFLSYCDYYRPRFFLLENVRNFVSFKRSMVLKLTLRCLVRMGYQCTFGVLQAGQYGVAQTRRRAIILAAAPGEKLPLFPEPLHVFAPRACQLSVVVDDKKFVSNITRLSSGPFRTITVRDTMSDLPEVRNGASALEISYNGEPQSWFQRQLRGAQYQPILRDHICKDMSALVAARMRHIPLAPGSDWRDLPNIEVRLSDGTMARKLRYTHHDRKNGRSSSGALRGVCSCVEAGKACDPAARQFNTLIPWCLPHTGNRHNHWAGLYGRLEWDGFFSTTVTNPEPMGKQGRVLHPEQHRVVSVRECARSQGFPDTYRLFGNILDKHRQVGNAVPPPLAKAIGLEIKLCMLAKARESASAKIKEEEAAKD
Tb MetRS inh: blocks T. brucei methionyl-tRNA synthetase activity; purified T. brucei MetRS, ATP depletion, Kinase-Glo luminescence; 360,000 tested, 0.4% active; inhibition, % at 11.9 µM;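 active = inhibition above a per-plate cutoff of the control wells' mean inhibition plus 3 SD, cut at about 5.5% in these data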;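 note: 0% = DMSO wells median and 100% = median of wells with control inhibitor compound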
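Measured by: Kinase-Glo luciferase luminescence reporting remaining unconsumed ATP. Material: purified T. brucei MetRS enzyme. Doses: 11.9 µM compound single dose, 0.9% DMSO. Medium: HEPES buffer containing pyrophosphatase, BSA, spermine, DTT. Times: 15 min preincubation, 2 h reaction, all 25 °C. Reagent: methionine, ATP and bulk E. coli tRNA.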
Numbers without * were called inactive; / = not tested or not shown.

molecule	MsrA act	LMPTP block	Scp-1 inhibitor	SUMO1 PPI mod	MsrA inhibitor	CendR NRP1 mod	E coli Lon inh	STEP inh	DNMT1 inh	Tb MetRS inh
Cc1cccn2c(=O)c(/C=C(\C#N)C(=O)NC3CCS(=O)(=O)C3)c(Oc3ccccc3Cl)nc12 (stereo not drawn)	-7	-0.4	3	-28	1.7	-1	12	0	-2	-0.1
Cc1cc(CNC(=O)Cc2c(F)cccc2Cl)nn1C	-3	-1.8	-4	-3	/	-6	-3	-1	2	-0.9
COCc1cc(NCc2ccc(Cl)cc2)nc(C)n1	-4	1.5	-3	14	0.0	6	1	-1	2	-0.7
O=C(Cn1c(-c2ccccn2)nc2ccccc21)N/N=C/c1ccccn1	-13	-3.2	-6	-2	-0.5	2	1	-3	3	-1.8
COc1ccc(N(CC(=O)NC2CCCC2)C(=O)Cn2nnc(-c3ccc(F)cc3)n2)cc1	-10	0.6	-3	13	-0.5	3	-2	-2	0	-0.9
O=C1CCCc2nc3c(cc21)C(O)Oc1c-3ccc2ccccc12 (stereo not drawn)	-6	-1.1	-9	2	0.0	1	-3	-2	7	-1.0
c1ccc(OCCNc2ccn3nc(-c4cccs4)cc3n2)cc1	-2	2.0	/	8	0.8	3	1	-2	-15	-0.3
O=C(COC(=O)c1ccccn1)NC12CC3CC(CC(C3)C1)C2	-4	-1.9	0	4	-0.2	-3	-8	1	-2	-0.6
C/C(Cc1ccccc1)=N\NC(=O)CCCCCC(=O)N/N=C(\C)Cc1ccccc1	6	0.3	-10	2	3.1	5	-5	-1	-2	0.0
CN(C)S(=O)(=O)c1cccc(NS(=O)(=O)c2ccc(Cl)s2)c1	-1	0.5	-3	-5	-1.6	-1	-3	0	-6	-0.6
CC(C)C(NC(=O)c1c(F)cccc1F)C(=O)N1CCN(S(=O)(=O)c2ccc(F)cc2)CC1 (stereo not drawn)	-3	-1.3	-5	-4	0.4	11	1	-2	-1	-0.5
N/C(=N\NC(=O)c1sccc1OCc1ccc(Cl)cc1Cl)c1ccccn1	-1	-0.2	-9	-1	-0.2	0	3	-3	0	-0.4
O=C(CSc1nnc(-c2ccncc2)n1-c1ccccc1)Nc1ccc(C(=O)O)cc1	-14	5.3	-3	3	-0.7	3	-3	1	5	-0.4
Cc1nc2ccc(Cl)cc2nc1C	-3	-2.4	0	-4	-1.0	-5	-8	-3	2	0.8
CN(CC(=O)Nc1c(Cl)cccc1Cl)C(=O)Cc1ccc(S(=O)(=O)N2CCOCC2)s1	-3	-0.1	-7	5	-1.0	2	-7	0	3	-0.2
CCOC(=O)c1c(C)n(CCOc2ccccc2)c2ccc(O)cc12	-4	-1.4	-19	1	0.6	5	-14	-5	0	-0.4
N=c1c2c(-c3ccccc3)c(-c3ccccc3)n(Cc3ccco3)c2ncn1CCCn1ccnc1	-2	29	10	-4	-0.1	-23	-11	-1	-3	-0.3
O=C(O)c1ccccc1C(=O)Nc1ccc(S(=O)(=O)Nc2ccc(F)cc2)cc1	-5	-5.3	-11	3	-0.5	-3	0	0	1	-0.6
COc1ccc(CN(C)C(=O)CCN(c2ccccc2)S(=O)(=O)c2ccc(C)cc2)c(OC)c1	2	-5.3	-15	-15	-0.3	-7	-13	-2	0	0.0
C[C@@H]1COc2cc(N3CCSCC3)ccc2S(=O)(=O)N1	-4	-1.4	/	-2	-0.4	11	0	/	/	-0.1
COc1ccc(Cl)cc1N/C(N)=N/c1nc(CSc2ccc(C)cc2)cc(=O)[nH]1	0	1.5	0	2	-0.4	4	4	-2	-13	-0.1
COc1ccc([C@H](OC)[C@@]2(Cc3ccc(O)cc3)N=C(N)N(C)C2=O)cc1	-1	10	8	8	0.1	21*	5	3	2	-0.3
O=C(COC(=O)CCNS(=O)(=O)c1cccs1)Nc1ccccc1	-1	-1.4	-5	3	0.8	-1	4	2	3	-0.2
Cn1c(=O)c2sccc2n2c(CCCC(=O)Nc3ccccc3)nnc12	-3	-0.3	-11	6	-0.3	-2	-4	0	2	0.1
CC(C(=O)OCC(=O)N1CCN(c2ccccc2)CC1)N1C(=O)c2ccccc2C1=O (stereo not drawn)	-11	0.7	1	-20	-0.7	0	3	1	7	0.5
CCCCOC(=O)Nc1ccc(S(=O)(=O)Nc2onc(C)c2C)cc1	-2	1.9	-14	0	0.3	10	6	-2	3	-0.6
O=C1C(=NO)CCc2ccccc21	2	1.0	-8	-3	0.5	1	-7	-1	-8	-0.1
C[C@H](NC(=O)[C@@H]1CSC2c3ccccc3C(=O)N21)C(=O)NCc1c(F)cccc1Cl (stereo partly drawn)	0	-0.5	-5	1	-1.0	2	-1	2	-1	0.1
CCOc1ccc(Oc2cc(C)nc(SC)n2)nn1	-3	-1.6	-6	-1	-1.3	-15	-8	1	2	0.2
Cc1c(C(=O)NCc2ccc3c(c2)OCO3)sc2nc(-c3ccccc3)cn12	1	3.1	-5	-3	-0.3	-10	-5	0	-4	-0.5
CC(C)(C)NC(=O)CN(C(=O)CSc1nnc(COc2ccccc2)o1)c1cccc(F)c1	-5	-0.9	-5	2	-1.0	-4	-2	0	-1	-0.8
COc1ccc(CCNC(=O)c2sc(=S)n(C)c2N)cc1	-5	1.4	-4	-4	1.7	-4	7	-2	1	0.0
COC(=O)c1ccc(NC(=O)Nc2ccccc2F)cc1	-2	0.3	-10	4	0.2	21	2	-3	-1	0.3
Cc1noc(C)c1COc1ccc(C(=O)Nc2ccccc2)cc1	-5	3.1	-4	3	-0.2	16	-4	2	-4	-0.6
COC(=O)c1ccc(CSc2nnc3sc4ccccc4n23)o1	-1	-0.1	-7	-1	0.8	-6	3	-2	0	-0.3
O=C(CC12CC3CC(CC(C3)C1)C2)NC(=S)Nc1ccc(CN2CCOCC2)cc1	-2	-0.1	-6	-3	-0.8	9	-1	1	-2	0.4
Cc1nc2ccccc2c(=O)n1NC(=O)c1ccc(Cl)cc1	-3	-0.5	-4	4	-1.6	2	-8	0	1	-0.2
C[C@H](CO)N1C[C@H](C)[C@H](CN(C)C(=O)Nc2ccc(C(C)(C)C)cc2)OCc2cnnn2CCCC1=O	-2	0.2	/	8	-0.4	7	-3	4	3	0.0
COc1ccccc1N1CCN(CCCCCCOc2ccc(F)cc2)CC1	-2	-1.3	-4	-2	-0.8	1	-3	0	0	-0.4
CC(=O)OC(C(=O)NCc1ccco1)c1cccnc1 (stereo not drawn)	-1	-0.8	-2	2	3.0	-3	-2	-3	-2	-0.4
Cc1ccc(C(=O)N2CCC(C(=O)NC3CCCC3)CC2)cc1	-3	-0.6	-4	1	-0.6	18	3	-1	1	-0.1
O=C(CNS(=O)(=O)c1ccccc1)OCC(=O)c1ccc(OC(=O)c2ccccc2)cc1	-2	2.2	-6	2	-1.4	-6	-12	-5	2	-0.4
COc1ccc(Cn2cnc3c([N+](=O)[O-])c(C)c(C)cc32)cc1	-7	-0.9	0	-3	0.4	-10	-2	-2	-2	-0.3
Nc1ccn([C@@H]2O[C@H](CNCc3cnc(N4CCOCC4)nc3)[C@@H](O)[C@H]2O)c(=O)n1	-3	-1.0	/	2	0.6	-13	1	1	8	-0.9
CCC(=O)N1CCc2cc(OC)c(OC)cc2C1COc1ccccc1OC (stereo not drawn)	-8	-0.9	3	0	1.6	0	2	1	1	-0.3
Cc1ccccc1OCc1nc2ccccc2c(=O)n1N	-3	-1.4	2	4	0.3	-2	-6	0	2	-0.7
Cc1ccc(C(=O)N/N=C\c2ccc3c(c2)OCO3)cn1	-9	0.6	7	-19	3.1	-1	6	-3	1	-1.0
CC(C)CC(=O)Nc1nc2ccc(S(=O)(=O)N3CCOCC3)cc2s1	3	-1.3	-3	0	-0.1	23	-1	-3	3	-0.4
Cc1ccc(Cn2c(C)c(C(=O)NCc3ccc4c(c3)OCO4)sc2=O)cc1	-9	-0.3	/	-3	0.0	-15	1	1	2	-0.1
CCCn1c(=O)c2ccccc2n2c(SCC(=O)/C(C#N)=C(\C)N)nnc12	-2	0.2	16	0	-0.1	16	2	0	8	-1.3
CCN(CC)C(=O)CSc1nc(O)cc(=O)n1-c1ccccc1OC	-6	-2.2	-4	0	/	-25	10	0	0	0.2
CC(C)c1ccc(NC(=O)c2ccc(NC3=NC4CS(=O)(=O)CC4S3)cc2)cc1 (stereo not drawn)	-1	-0.5	-9	0	0.1	-2	-13	0	-2	0.3

A different layout for part of the listing above.
Screens in order: MsrA act	LMPTP block	Scp-1 inhibitor	SUMO1 PPI mod	MsrA inhibitor	CendR NRP1 mod	E coli Lon inh	STEP inh	DNMT1 inh	Tb MetRS inh
COCc1cc(NCc2ccc(Cl)cc2)nc(C)n1
  -4	1.5	-3	14	0.0	6	1	-1	2	-0.7
O=C(Cn1c(-c2ccccn2)nc2ccccc21)N/N=C/c1ccccn1
  -13	-3.2	-6	-2	-0.5	2	1	-3	3	-1.8
COc1ccc(N(CC(=O)NC2CCCC2)C(=O)Cn2nnc(-c3ccc(F)cc3)n2)cc1
  -10	0.6	-3	13	-0.5	3	-2	-2	0	-0.9
